PAD4 inh = inhibitors of human PAD4; inhibition, % at 6.36 µM; recombinant PAD4, RCA probe fluorescence polarization; actives 0.41% (n = 330,000); Q9UM07; AID 485272;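 active = percent inhibition above a cutoff equal to the mean of all tested compounds plus 3 SD, cut at about 15% in these data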;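 also: 0% = PAD4 with RCA probe and DMSO and 100% = probe without PAD4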
pPAFAH inh = pPAFAH (human) enzyme inhibition | recombinant pPAFAH, FP-rhodamine probe fluorescence polarization | AID 463082 | actives 1.5% (n = 330,000) | Q13093 | inhibition, % at 3.39 µM;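 active = inhibition above the mean inhibition across the screen plus 3 SD, cut at about 25% in these data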;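 also: inhibitors block binding of the rhodamine activity-based probe so polarization drops; 0% = enzyme with DMSO and 100% = wells lacking pPAFAH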
Target sequence (Q13093 whole entry, looked up): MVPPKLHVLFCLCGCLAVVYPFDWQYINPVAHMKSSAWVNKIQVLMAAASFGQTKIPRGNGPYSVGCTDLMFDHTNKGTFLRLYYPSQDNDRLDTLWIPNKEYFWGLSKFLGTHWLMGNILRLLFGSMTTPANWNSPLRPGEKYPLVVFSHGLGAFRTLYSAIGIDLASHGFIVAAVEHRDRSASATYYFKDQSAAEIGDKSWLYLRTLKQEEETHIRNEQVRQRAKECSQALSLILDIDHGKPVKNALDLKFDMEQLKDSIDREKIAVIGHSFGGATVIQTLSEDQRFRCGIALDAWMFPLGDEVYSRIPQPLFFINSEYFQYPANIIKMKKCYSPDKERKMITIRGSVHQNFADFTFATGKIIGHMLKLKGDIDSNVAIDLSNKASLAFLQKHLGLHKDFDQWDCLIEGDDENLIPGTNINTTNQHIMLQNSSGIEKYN
PAFAH1B3 inh = PAFAH1B3 (human) inhibition; Q15102; recombinant PAFAH1B3, FP-rhodamine probe, fluorescence polarization; inhibition, % at 3.39 µM; actives 0.28% (n = 340,000);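 active = inhibition above the screen-wide average of all tested compounds plus 3 SD, cut at about 25% in these data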;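 also: 0% = enzyme with DMSO only and 100% = wells lacking PAFAH1B3 protein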
PAFAH1B2 inh = blocks human PAF acetylhydrolase 1b catalytic subunit 2 | inhibition, % at 3.39 µM | actives 1.2% (n = 340,000) | recombinant PAFAH1B2, FP-rhodamine activity probe, fluorescence polarization;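 active = inhibition above the mean of all tested compounds plus 3 SD, cut at about 24% in these data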;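 also: 0% = enzyme with DMSO and 100% = wells lacking PAFAH1B2; many of its hits are not listed in these tables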
Fam108B inh = Fam108B inhibition, counter-screen for RBBP9 inhibitors | recombinant Fam108B, FP-Rh probe fluorescence polarization | inhibition, % at 9.51 µM | actives 0.33% (n = 300,000);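 active = inhibition above the screen mean inhibition plus 3 SD, computed separately per campaign, cut at about 18% in these data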;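 also: inhibitors lower polarization as less probe binds the enzyme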
PAFAH2 inh = PAFAH2 (human) inhibition. Q99487. actives 0.99% (n = 340,000). AID 492956. recombinant PAFAH2, FP-rhodamine activity probe, fluorescence polarization. inhibition, % at 3.39 µM;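 active = inhibition above the mean over all tested compounds plus 3 SD, cut at about 30% in these data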;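 also: inhibitors block probe labeling of enzyme so polarization drops; 0% = enzyme with DMSO and 100% = wells lacking PAFAH2 protein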
GSTO1 counter = blocks human GSTO1 in RBBP9 counter-screen; recombinant GSTO1, activity-based probe fluorescence polarization; inhibition, % at 5.96 µM; actives 1.1% (n = 300,000);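 active = inhibition above the campaign mean inhibition plus 3 SD, cut at about 35% in these data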;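 also: 0% = GSTO1-1 with DMSO and 100% = wells lacking GSTO1-1 enzyme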
Target sequence (P78417 whole entry, looked up): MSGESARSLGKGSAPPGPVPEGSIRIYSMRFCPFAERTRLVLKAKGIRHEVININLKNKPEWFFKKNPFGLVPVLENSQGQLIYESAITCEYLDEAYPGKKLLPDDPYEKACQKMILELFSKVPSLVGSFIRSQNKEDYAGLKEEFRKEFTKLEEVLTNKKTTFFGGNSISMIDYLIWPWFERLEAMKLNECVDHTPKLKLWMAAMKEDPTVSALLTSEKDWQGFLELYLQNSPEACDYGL
LYPLA1 counter = LYPLA1 (human) inhibition in PME1 counter-screen | O75608 | recombinant LYPLA1, FP-Rh probe fluorescence polarization | inhibition, % at 5.9 µM | actives 0.16% (n = 320,000) | AID 2174;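 active = inhibition above the mean of all tested compounds plus 3 SD, set per campaign, cut at about 14% in these data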;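 also: inhibitors block serine hydrolase probe labeling of LYPLA1 so polarization falls; 0% = enzyme with DMSO and 100% = wells lacking LYPLA1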
Target sequence (O75608 whole entry, looked up): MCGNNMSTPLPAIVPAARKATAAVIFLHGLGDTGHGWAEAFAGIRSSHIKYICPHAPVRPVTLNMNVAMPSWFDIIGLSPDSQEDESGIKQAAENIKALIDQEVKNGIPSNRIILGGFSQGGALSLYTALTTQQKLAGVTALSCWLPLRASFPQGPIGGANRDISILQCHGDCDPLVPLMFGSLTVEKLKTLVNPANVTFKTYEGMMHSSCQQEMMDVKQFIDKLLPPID
PME-1 primary = blocks human protein phosphatase methylesterase 1 | inhibition, % at 5.9 µM | actives 0.53% (n = 320,000) | recombinant PME-1, FP-Rh probe fluorescence polarization;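 active = inhibition above the campaign mean of all compounds plus 3 SD, cut at about 26% in these data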;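 also: competitive labeling of PME-1 active site by serine hydrolase directed probe; 0% = PME-1 with DMSO and 100% = wells lacking PME-1 enzyme; inhibitors block probe labeling so polarization falls and inhibition rises; many of its hits are not listed in these tables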
The depositor's hits bear a star. Some of the compounds tested; count on the stated rates, not on these rows.

COc1cc(C=O)ccc1OC(=O)N1CCOCC1 was read as PAD4 inh -2, pPAFAH inh 1, PAFAH1B3 inh 2, PAFAH1B2 inh -3, Fam108B inh -2, PAFAH2 inh -7, GSTO1 counter -1, LYPLA1 counter -2 and PME-1 primary 4.
COc1ccccc1-c1nnc(SCC(=O)NC2CCS(=O)(=O)C2)n1CCc1ccccc1 (centres undefined) was read as PAD4 inh -3, pPAFAH inh 2, PAFAH1B3 inh 2, PAFAH1B2 inh 3, Fam108B inh -1, PAFAH2 inh -3, GSTO1 counter 1, LYPLA1 counter 1 and PME-1 primary 2.
Screening COc1cc(OC)cc(-c2oc(=O)c3cc(OC)c(OC)cc3c2C(F)(F)F)c1 returned PAD4 inh 0, pPAFAH inh 1, PAFAH1B3 inh -1, PAFAH1B2 inh -2 and PAFAH2 inh 0.
Cc1ccc(NC(=O)NCCN2C(=O)C3C4C=CC(C4)C3C2=O)cc1 (centres undefined) was read as PAD4 inh 1, pPAFAH inh -1, PAFAH1B3 inh 6, PAFAH1B2 inh -1, Fam108B inh 0, PAFAH2 inh -8, GSTO1 counter -1, LYPLA1 counter 0 and PME-1 primary 1.
Screening Cc1nn(C)c(C)c1S(=O)(=O)N(CC(=O)NC1CCCCCC1)c1ccc(C(C)C)cc1 returned PAD4 inh 3, pPAFAH inh 4, PAFAH1B3 inh 9, PAFAH1B2 inh 2, Fam108B inh 1, PAFAH2 inh 9, GSTO1 counter 4, LYPLA1 counter 4 and PME-1 primary 2.
For CCN(CC)c1ccc(/C=N/NC(=O)CNC(=O)/C=C/c2ccco2)cc1 the results were PAD4 inh 4, pPAFAH inh 3, PAFAH1B3 inh 14, PAFAH1B2 inh 5, Fam108B inh 1, PAFAH2 inh 1, GSTO1 counter 6, LYPLA1 counter 0 and PME-1 primary 0.
For CN(C)S(=O)(=O)c1cccc(NC(=O)C2Cc3ccccc3CN2C(=O)c2ccccc2)c1 (centres undefined) the results were PAD4 inh -3, pPAFAH inh 8, PAFAH1B3 inh 2, PAFAH1B2 inh 1, Fam108B inh -2, PAFAH2 inh -17, GSTO1 counter -3, LYPLA1 counter -4 and PME-1 primary 2.
For CCCC(=O)Nc1cccc2c1CCCC2 the results were PAD4 inh -7, pPAFAH inh 3, PAFAH1B3 inh 2, PAFAH1B2 inh 1, Fam108B inh 5, PAFAH2 inh 0, GSTO1 counter -3, LYPLA1 counter 0 and PME-1 primary -2.
Screening Cc1ccc(S(=O)(=O)N2CCOCC2)cc1NC(=O)COC(=O)/C=C/c1ccco1 returned PAD4 inh -6, pPAFAH inh 6, PAFAH1B3 inh 10, PAFAH1B2 inh 5 and PAFAH2 inh 46*.
`COc1ccc(NC(=O)Cn2c(=O)sc3ccccc32)cc1` gave PAD4 inh -3, pPAFAH inh 3, PAFAH1B3 inh 5, PAFAH1B2 inh 7, Fam108B inh -5, PAFAH2 inh -3, GSTO1 counter 11, LYPLA1 counter -1 and PME-1 primary 0.
`C=CCOC(=O)C1=C[C@@H](c2ccc(C(F)(F)F)cc2)C[C@@H](OCCCCO)O1` gave PAD4 inh -1, pPAFAH inh 10, PAFAH1B3 inh 10, PAFAH1B2 inh 3, Fam108B inh -4, PAFAH2 inh 1, GSTO1 counter 1, LYPLA1 counter 2 and PME-1 primary -1.
For COc1ccc(OCCSc2nnnn2C2CCCCC2)cc1 the results were PAD4 inh 4, pPAFAH inh 7, PAFAH1B3 inh 1, PAFAH1B2 inh 6, Fam108B inh -2, PAFAH2 inh 2, GSTO1 counter 0, LYPLA1 counter -6 and PME-1 primary -2.
`CC1CCN(S(=O)(=O)c2ccc3[nH]cc(C(=O)NCCN4CCOCC4)c(=O)c3c2)CC1` gave PAD4 inh 4, pPAFAH inh 2, PAFAH1B3 inh -4, PAFAH1B2 inh 9, Fam108B inh 3, PAFAH2 inh 5, GSTO1 counter -3, LYPLA1 counter -4 and PME-1 primary 2.
For COc1ccc(OC)c(C(=O)c2coc3ccc(O)c(CN(C)C)c23)c1 the results were PAD4 inh -1, pPAFAH inh -2, PAFAH1B3 inh 6, PAFAH1B2 inh 5, Fam108B inh -3, PAFAH2 inh -7, GSTO1 counter 0, LYPLA1 counter 2 and PME-1 primary -1.
`CCOC(=O)C1=C(C)n2c(s/c(=C3\C(=O)Nc4ccccc43)c2=O)=NC1c1ccc(OC)cc1` (centres undefined) gave PAD4 inh -6, pPAFAH inh 5, PAFAH1B3 inh 2, PAFAH1B2 inh 19, Fam108B inh 3, PAFAH2 inh -3, GSTO1 counter -3, LYPLA1 counter -1 and PME-1 primary 4.

For convenience, some entries already given:
COc1cc(C=O)ccc1OC(=O)N1CCOCC1 was read as PAD4 inh -2, pPAFAH inh 1, PAFAH1B3 inh 2, PAFAH1B2 inh -3, Fam108B inh -2, PAFAH2 inh -7, GSTO1 counter -1, LYPLA1 counter -2 and PME-1 primary 4.
COc1ccccc1-c1nnc(SCC(=O)NC2CCS(=O)(=O)C2)n1CCc1ccccc1 (centres undefined) was read as PAD4 inh -3, pPAFAH inh 2, PAFAH1B3 inh 2, PAFAH1B2 inh 3, Fam108B inh -1, PAFAH2 inh -3, GSTO1 counter 1, LYPLA1 counter 1 and PME-1 primary 2.
Screening COc1cc(OC)cc(-c2oc(=O)c3cc(OC)c(OC)cc3c2C(F)(F)F)c1 returned PAD4 inh 0, pPAFAH inh 1, PAFAH1B3 inh -1, PAFAH1B2 inh -2 and PAFAH2 inh 0.
Cc1ccc(NC(=O)NCCN2C(=O)C3C4C=CC(C4)C3C2=O)cc1 (centres undefined) was read as PAD4 inh 1, pPAFAH inh -1, PAFAH1B3 inh 6, PAFAH1B2 inh -1, Fam108B inh 0, PAFAH2 inh -8, GSTO1 counter -1, LYPLA1 counter 0 and PME-1 primary 1.
Screening Cc1nn(C)c(C)c1S(=O)(=O)N(CC(=O)NC1CCCCCC1)c1ccc(C(C)C)cc1 returned PAD4 inh 3, pPAFAH inh 4, PAFAH1B3 inh 9, PAFAH1B2 inh 2, Fam108B inh 1, PAFAH2 inh 9, GSTO1 counter 4, LYPLA1 counter 4 and PME-1 primary 2.

(listing goes on)
For COC(=O)C(=O)/C=C(\O)c1c(C)cc(C)cc1C the results were PAD4 inh 1, pPAFAH inh -1, PAFAH1B3 inh 6, PAFAH1B2 inh 3, Fam108B inh -1, PAFAH2 inh 4, GSTO1 counter -4, LYPLA1 counter 3 and PME-1 primary 2.
Cc1[nH]nc(N)c1N=Nc1ccc(Br)cc1 was read as PAD4 inh -1, pPAFAH inh 7, Fam108B inh 4, GSTO1 counter 1, LYPLA1 counter 3 and PME-1 primary 7.
Screening Cc1cccc(N2C(=O)N3[C@H](c4ccc(F)cc4)[C@@H]4C(=O)N(C5CCCCC5)C(=O)[C@@H]4[C@]3(Cc3ccc(Cl)cc3)C2=O)c1 returned PAD4 inh -3, pPAFAH inh -11, PAFAH1B3 inh -14, PAFAH1B2 inh 0, Fam108B inh -16, PAFAH2 inh -15, GSTO1 counter -7, LYPLA1 counter -2 and PME-1 primary -4.
O=C(O)c1ccc(N2CCN(c3ccc(Cl)cc3)CC2)c([N+](=O)[O-])c1 was read as PAD4 inh 4, pPAFAH inh 6, PAFAH1B3 inh -1, PAFAH1B2 inh 5, Fam108B inh 1, PAFAH2 inh 0, GSTO1 counter 17, LYPLA1 counter 1 and PME-1 primary 4.
For COC1CC(C)NC(=S)N1 (centres undefined) the results were PAD4 inh 2, pPAFAH inh 3, PAFAH1B3 inh 4, PAFAH1B2 inh 1, Fam108B inh 1, PAFAH2 inh -2, GSTO1 counter 9, LYPLA1 counter -3 and PME-1 primary -1.
CCN1CCN(C(=O)Nc2ccccc2OC)CC1 was read as PAD4 inh -7, pPAFAH inh -3, PAFAH1B3 inh -7, PAFAH1B2 inh 6, Fam108B inh -1, PAFAH2 inh -4, GSTO1 counter -3, LYPLA1 counter -2 and PME-1 primary -6.
Screening O=c1cc(CN2CCN(CCO)CC2)c2cc3c(cc2o1)CCC3 returned PAD4 inh 1, pPAFAH inh 4, PAFAH1B3 inh 13, PAFAH1B2 inh 0, Fam108B inh -1, PAFAH2 inh -5, GSTO1 counter -2, LYPLA1 counter 1 and PME-1 primary -9.
For O=Cc1ccccc1-n1cncn1 the results were PAD4 inh 2, pPAFAH inh 2, PAFAH1B3 inh 1, PAFAH1B2 inh 2, Fam108B inh 11, PAFAH2 inh -3, GSTO1 counter 12, LYPLA1 counter -3 and PME-1 primary 1.
CCC(c1nnnn1C1CCCC1)N1CCN(c2ccccc2)CC1 (centres undefined) was read as PAD4 inh 4, pPAFAH inh 7, PAFAH1B3 inh -8, PAFAH1B2 inh 2, Fam108B inh -2, PAFAH2 inh -10, GSTO1 counter -6, LYPLA1 counter -2 and PME-1 primary 5.
`C=CC[C@H](CC(=O)N(CCO)Cc1ccccc1)C(=O)N[C@H](COC(=O)[C@H](CC=C)CC(=O)OC(C)(C)C)Cc1c[nH]c2ccccc12` gave PAD4 inh 1, pPAFAH inh 1, PAFAH1B3 inh 13, PAFAH1B2 inh 5 and PAFAH2 inh 2.
`Cc1ccc(Cn2nnc3c(=O)[nH]c(C4CCN(S(=O)(=O)c5ccccc5F)CC4)nc32)cc1` gave PAD4 inh -3, pPAFAH inh 8, PAFAH1B3 inh -2, PAFAH1B2 inh -2, Fam108B inh -4, PAFAH2 inh -14, GSTO1 counter 34, LYPLA1 counter -11 and PME-1 primary 21.
`Cc1ccc(N(Cc2ccc(C(=O)NN=C3CCN(C)CC3)cc2)S(C)(=O)=O)cc1C` gave PAD4 inh 1, pPAFAH inh -9, PAFAH1B3 inh 2, PAFAH1B2 inh -6, Fam108B inh 3, PAFAH2 inh 1, GSTO1 counter -4, LYPLA1 counter -12 and PME-1 primary -17.
O=C(Nc1cccc(C(F)(F)F)c1)/C(=C\c1ccco1)NC(=O)c1cccs1 was read as PAD4 inh -3, pPAFAH inh 7, PAFAH1B3 inh -1, PAFAH1B2 inh -1, Fam108B inh 3, PAFAH2 inh -7, GSTO1 counter 2, LYPLA1 counter -6 and PME-1 primary -10.
For CCOC(=O)Cn1c(=O)oc2cc(S(=O)(=O)NCCc3ccc(OCC)c(OCC)c3)ccc21 the results were PAD4 inh -1, pPAFAH inh 6, PAFAH1B3 inh 3, PAFAH1B2 inh 2, Fam108B inh 2, PAFAH2 inh -2, GSTO1 counter 12, LYPLA1 counter 4 and PME-1 primary 7.
`COc1ccc(-n2ncc3c2CC(C)(C)CC3NC(=O)c2c(C)cc(=O)oc2C)cc1` (centres undefined) gave PAD4 inh -2, pPAFAH inh -1, PAFAH1B3 inh -1, PAFAH1B2 inh -1, Fam108B inh 12, PAFAH2 inh -8, GSTO1 counter -1, LYPLA1 counter -3 and PME-1 primary 2.
`Nc1c(-c2ccccc2)c(CN2CCOCC2)nn1-c1ccccc1` gave PAD4 inh -3, pPAFAH inh 2, PAFAH1B3 inh 7, PAFAH1B2 inh 2, Fam108B inh 2, PAFAH2 inh 0, GSTO1 counter 1, LYPLA1 counter -1 and PME-1 primary -3.
For Cc1ccc(S(=O)(=O)N2CCC(C(=O)NC3CCCC3)CC2)cc1Cl the results were PAD4 inh 3, pPAFAH inh 3, PAFAH1B3 inh -1, PAFAH1B2 inh 2, Fam108B inh 2, PAFAH2 inh 6, GSTO1 counter 4, LYPLA1 counter 0 and PME-1 primary 7.

From PubChem
